Bioassay records: PubChem BioAssay, National Center for Advancing Translational Sciences (NCATS)
a7 integrin act: integrin-mediated muscular dystrophy alleviation activation. 0.064% of 350,000 active. alpha7betagal myoblasts, beta-gal FDG fluorescence, 48 h. Potency, µM (highest dose often 38.3 µM), without a hit: at the top dose activation, most hits filed as activators;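 note: potency is the fitted concentration of half-maximal effect; 100% = response of the positive control SU9516; nearly all actives have a fitted effect of over 60% in size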
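Alpha7betagal+/- myoblasts (passage 13) were plated 16-24 hr, then exposed to compounds (1:260 dilution of DMSO stock) for 48 hours at 37C. After MPER lysis, β-galactosidase reporter activity was read as FDG fluorescence (ex 480/em 540) after 30 minutes.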
AT treatment: potential ataxia-telangiectasia treatment; […] A-T fibroblasts, KAP-1 phosphorylation AlphaLISA; neocarzinostatin DNA damage 30 min before lysis; Potency, µM (series often up to 57.5 µM), inactives show at the top dose activation, most hits filed as activators; 0.19% of 320,000 active; AID 485349; note: potency is the fitted concentration of half-maximal effect; % of control where 0% means no effect; nearly all actives have a fitted effect of over 45% in size
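ATM-like activity read as KAP-1 phosphorylation via AlphaLISA donor/acceptor antibody pairs after lysis and 6 hr at 25C. Cells were ATM-null patient fibroblasts ([…], hTERT), dosed 60 min, then exposed to the DSB inducer NCS for 30 min.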
KCNH2 WT inh: KCNH2 (human, wildtype) channel inhibition | activity change, % at 1.84 µM | AID 720551 | Q12809 | 0.37% of 340,000 active | U2OS, BacMam KCNH2, thallium flux FluxOr; hits give low values;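 active = maximum activity change below -70%; inconclusive = maximum activity change between -70% and -50%; inactive = maximum activity change above -50%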; note: % is set by controls: 0 for no effect and ±100 for the full control effect
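U2OS cells transduced with wild-type KCNH2 virus are loaded with FluxOr dye for 45 min, and thallium flux is measured in kinetic reads before and after stimulation buffer. Rate constants are normalized to DMSO controls.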
MBNL1-CUG inh: blocks human MBNL1 binding to CUG repeat RNA; Q9NR56; TR-FRET MBNL1-His/biotin-(CUG)12 binding, 665/545 ratio; Potency, µM (top dose mostly 57.5 µM), inactives show top-dose activity change, negative = inhibition, actives largely listed as inhibitors; 0.036% of 280,000 active; AID 2675; active = well fitted inhibition curve with a large enough effect in the signal ratio, with a control signal flat, not every such curve was filed as active; inconclusive = small, poorly fitted or top-dose-only effect, or effect the other way, or a change in a side signal; inactive = no such curve, though single readings can be large or run the other way; the % refers to the signal ratio; note: potency is the fitted concentration of half-maximal effect; % is set by controls: 0 for no effect and ±100 for the full control effect
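His-tagged MBNL1 binding to biotinylated (CUG)12 RNA was measured by TR-FRET using terbium anti-His antibody (0.055 ng/ul final) and streptavidin-XL665 (5 nM final). Compounds were titrated 92 nM to 58 uM; 60 min at room temperature.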
KCNH2 3.1 block: blocks the human KCNH2 3.1 channel isoform; U2OS KCNH2 3.1, thallium flux FluxOr; hits give low values; activity change, % (tested at about 1.8 µM); 0.95% of 340,000 active;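 active = maximum activity change below -70%; inconclusive = maximum activity change from -70% to -50%; inactive = maximum activity change above -50%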;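 note: thallium influx rate constant from kinetic fluorescence after stimulation buffer; % is set by controls: 0 for no effect and ±100 for the full control effect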
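Measured as rate of thallium-driven FluxOr signal in transduced U2OS cells carrying the 3.1 channel, read kinetically for 2 min upon stimulation; values are rate constants scaled to DMSO control wells.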
MLL CXXC-DNA inh: inhibitors of human MLL CXXC domain-DNA interaction; MLL-CXXC / FITC-HOXA9 DNA fluorescence polarization; Potency, µM (top dose mostly 115 µM), for the others: top-dose activity change, negative = inhibition, actives largely listed as inhibitors; 0.037% of 290,000 active; active = well fitted inhibition curve with a large enough effect in the polarisation, with a control signal flat, not every such curve was filed as active; inconclusive = small, poorly fitted or top-dose-only effect, or effect the other way, or a change in a side signal; inactive = no such curve, though single readings can be large or run the other way; the % refers to the polarisation; note: potency is the fitted concentration of half-maximal effect
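Steps: dispense CXXC domain solution (7 uM) → pin compounds or unlabeled HOX-A9 DNA control → 5 min ambient → add FLSN-HOX-A9 solution (50 nM) → spin → 30 min ambient → fluorescence polarization. Tris pH 7.5/NaCl/DTT/BSA buffer.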
ASM inhibitor: human S-ASM enzyme inhibition. P17405. placental ASM, HMU-PC fluorogenic substrate, 60 min. Potency, µM (highest dose often 57.5 µM), for the others: top-dose activity change, negative = inhibition, hits mostly inhibitors. 0.006% of 340,000 active; note: potency is the fitted concentration of half-maximal effect
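Human placenta-derived ASM enzyme was preincubated with compound for 10 minutes at room temperature, then given fluorogenic substrate HMU-PC0 (9 uM final) for 60 minutes at 37 °C; a pH 10 stop preceded fluorescence reading at Ex 386/Em 447 nm.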
FBPA coupling cs: coupling enzyme interference in Giardia aldolase counter-screen; coupling enzyme system counterscreen, AmpLite Red fluorescence; activity change, negative = inhibition, % at 58.2 µM, hits read low; 0.67% of 290,000 active; AID 2472; in the data active = activity change below about -30%; note: % is set by controls: 0 for no effect and ±100 for the full control effect
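First, compound is pin-transferred into glyceraldehyde-3-phosphate coupling-enzyme reagent at 57.5 uM final and held 10 min at RT. Next, substrate, coupling system and AmpLite Red are added. After 20 min RT, fluorescence (525/598 nm) is read.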
GALK inhibitor: blocks human galactokinase activity; P51570; Purified GALK, Kinase-Glo residual ATP luminescence; Potency, µM (doses to about 57.5 µM), inactives show at the highest dose activity change, negative = inhibition, most hits filed as inhibitors; 0.007% of 270,000 active; note: potency is the fitted concentration of half-maximal effect; % is set by controls: 0 for no effect and ±100 for the full control effect
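Kinase-Glo Plus luminescence measured ATP left after a 1 h room-temperature reaction. The reaction used 5 nM GALK, 100 uM galactose and 35 uM ATP at pH 8.0 (20 mM HEPES, 5 mM MgCl2, 60 mM NaCl, 1 mM DTT, 0.01% BSA).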
TRPV1 ag: agonists of human vanilloid receptor 1 (TRPV1). 0.19% of 320,000 active. Q8NER1. AID 540275. activation, % at 8.33 µM. TRPV1-expressing cells, Fluo-8 calcium influx, agonist mode; in the data active = activation above about 80%; inconclusive = between about 30% and that limit; note: 0% is about no effect
Target sequence (Q8NER1 whole entry, looked up): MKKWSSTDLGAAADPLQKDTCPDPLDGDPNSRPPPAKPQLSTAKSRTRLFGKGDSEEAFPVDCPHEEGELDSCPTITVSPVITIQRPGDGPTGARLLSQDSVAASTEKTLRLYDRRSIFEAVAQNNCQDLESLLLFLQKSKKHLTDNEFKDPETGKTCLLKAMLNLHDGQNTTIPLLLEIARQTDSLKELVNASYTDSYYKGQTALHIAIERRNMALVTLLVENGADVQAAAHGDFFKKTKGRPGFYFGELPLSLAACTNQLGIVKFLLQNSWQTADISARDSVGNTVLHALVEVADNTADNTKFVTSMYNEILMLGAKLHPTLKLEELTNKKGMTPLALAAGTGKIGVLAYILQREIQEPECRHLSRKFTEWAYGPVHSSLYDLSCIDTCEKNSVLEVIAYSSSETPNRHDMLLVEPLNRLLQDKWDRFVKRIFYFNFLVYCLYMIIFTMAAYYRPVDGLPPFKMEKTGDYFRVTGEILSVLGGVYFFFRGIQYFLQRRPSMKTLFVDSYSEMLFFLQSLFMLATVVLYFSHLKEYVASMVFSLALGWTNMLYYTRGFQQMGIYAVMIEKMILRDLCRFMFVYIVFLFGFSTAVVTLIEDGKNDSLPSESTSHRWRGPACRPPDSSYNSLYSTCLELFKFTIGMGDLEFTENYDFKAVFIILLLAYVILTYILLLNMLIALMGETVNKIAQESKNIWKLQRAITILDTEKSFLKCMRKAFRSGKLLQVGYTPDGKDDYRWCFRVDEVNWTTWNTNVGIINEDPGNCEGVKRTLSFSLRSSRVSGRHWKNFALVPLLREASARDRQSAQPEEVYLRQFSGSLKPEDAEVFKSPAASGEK
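Fluo-8 calcium influx in TRPV1-expressing cells, kinetic read (ex 480/em 520 nm). Compound added and read 3 min for agonist activity, followed by capsaicin at EC20 final and 2 min further read for enhancement.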
An asterisk follows results filed as active; u = inconclusive; x = not tested or not shown; & = joins results of further samples; [ ] = dose if it differs, or a comment. Unless noted, calls come from the whole dose curve; as a rule, active = well fitted curve in the direction sought with a large enough effect; inconclusive = small, poorly fitted or top-dose-only effect, or another doubt; inactive = no such curve, though single readings can be large; an effect the other way counts as inactive or inconclusive.

SMILES | a7 integrin act | AT treatment | KCNH2 WT inh | MBNL1-CUG inh | KCNH2 3.1 block | MLL CXXC-DNA inh | ASM inhibitor | FBPA coupling cs | GALK inhibitor | TRPV1 ag
O=S(=O)(Nc1ccon1)c1ccc(Br)cc1 | 1% | 1% | -8 | 7% | 5 | 1% | 5% | x | -2% | -2
COc1ccc(Cc2nc(C(=O)NCc3ccccc3OC)cs2)cc1 | 16% | 6% | 3 | -5% | 2 | -1% | -2% | x | -2% | 12
CC1(NC(=O)Cn2cc(C(F)(F)F)ccc2=O)CCS(=O)(=O)C1 (stereo not drawn) | 15% | 3% | -8 | x | -6 | x | 6% | x | x | 0
CCC(Sc1nc2c(c(=O)[nH]1)CCC2)C(=O)Nc1cccc(OC)c1 (stereo not drawn) | -18%[7.66 µM] | 2% | -7 | -11% | -19 | 13% | -1% | 2 | 1% | -1
CCCNc1ncnc2sc(C)c(C)c12 | -20% | 1% | -8 | -3% | 24 | -3% | 1% | 0 | -1% | -4
COC(=O)c1ccc(N2CCN(c3ccccc3)CC2)c(N)c1 | 6% | -23% | -25 | 1% | -2 | -3% | 2% | 0 | -2% | 4
Cc1ccc(Nc2nc(Cl)nc(N(C)C#N)n2)cc1 | -32%[inhibitor] | -1% | 8 | 10% | -2 | 21% | -1% | 2 | -4% | 1
C=CCN(CC=C)C(=S)NC(=O)c1ccc([N+](=O)[O-])cc1 | -11% | -1% | -5 | x | 1 | 4% | 3% | 0 | 1% | 4
COc1cccc(CNC(=O)c2ccc(CS(=O)(=O)Cc3ccc(C)cc3)o2)c1 | -4% | 1% | -2 | -2% | -22 | 10% | 5% | 4 | -2% | 17
Cc1ccc(-n2c(SCC(=O)O)nc3sc4c(c3c2=O)CC(C)(C)SC4)cc1 | 4% | x | -6 | x | 0 | x | 3% | x | x | x
CC(C)C(OC(=O)c1ccco1)C(=O)NCc1ccc2c(c1)OCO2 (stereo not drawn) | 0% | 9% | -34 | -4% | -22 | 4% | 2% | 1 | -2% | -3
C#CCOCCOCCOCCNc1nc(N2CCN(C(=O)CCCCCCCCCCNC(=O)Cn3cc(CCCCCN)nn3)CC2)nc(N2CCN(C(=O)CCCCCCCCCCNC(=O)Cn3cc(C[C@@H](C)O)nn3)CC2)n1 | -6% | 8% | x | x | x | x | -4% | x | x | 0
O=C(COC(=O)Cc1ccc(Cl)cc1Cl)Nc1ccccc1OC(F)F | -2% | -2% | 2 | 0% | -6 | 9% | -4% | 1 | -3% | 7
O=C(NCc1ccccc1)C1=C[C@H](c2ccccc2)C[C@H](OCc2ccc(CO)cc2)O1 | -5% | x | -9 | x | -7 | x | -4% | x | x | x
CCNC(=O)NC(=O)C(C)Sc1nc2cc(C(=O)OC)ccc2c(=O)n1-c1ccccc1 (stereo not drawn) | -1% | 1% | -3 | 5% | -6 | 0% | 5% | -3 | 0% | 15
CCCCNS(=O)(=O)c1ccc(OC)c2ncccc12 | 7% | 3% | -6 | 0% | 5 | -5% | 9% | 2 | 2% | 0
Cc1cccn2c(=O)nc(SCC(=O)N3CCCC3)nc12 | -29% | -11% | -8 | x | 3 | x | -1% | x | x | 1
O=C(CCS(=O)(=O)c1cccc2nonc12)NCCc1ccccc1 | 13% | 0% | 1 | u | 3 | -1% | -1% | -2 | -2% | 2
COc1nc(Nc2cccc([N+](=O)[O-])c2)nc(OC)n1 | 5% | 4% | -1 | 9% | 15 | 1% | -1% | -1 | 4% | -2
COc1cc(C(=O)Nc2ccccc2N2CCN(S(C)(=O)=O)CC2)cc(OC)c1OC | 11% | 1% | 0 | -5% | -8 | 2% | -2% | -1 | 5% | -2
COC(=O)c1ccc(NC(=O)C2C3C=CC(O3)C2C(=O)O)cc1 (stereo not drawn) | 0% | 2% | -14 | -2% | 4 | -1% | -2% | 6 | 2% | -5
Clc1ccc(CCNc2nc3ccccc3n3nnnc23)cc1 | 18% | 25% | 1 | 0% | 5 | 9% | 2% | 2 | 2% | x
Cc1c(NC(=O)Nc2cccc([N+](=O)[O-])c2)c(=O)n(-c2ccccc2)n1C | -18% | -5% | -8 | u | -10 | 1% | -3% | x | 0% | 0
O=C(COC(=O)/C=C/c1ccco1)NCc1ccccc1 | -15% | -8% | 1 | u | 4 | 7% | 2% | 2 | -2% | 1
CCOc1ccccc1NC(=O)CSc1ncnc2c1oc1ccccc12 | 9% | x | 8 | 3% | -12 | 17% | -1% | 1 | 0% | -1
CC(NC(=O)C1c2ccccc2Oc2ccccc21)C1CCCO1 (stereo not drawn) | -26% | -1% | -17 | -1% | 17 | 7% | 1% | 0 | 1% | 3
COCC(=O)OC1CCn2c1nc1c2C(=O)C(C)=C(NC(C)=O)C1=O (stereo not drawn) | -58%[inhibitor] | x | 5 | x | 6 | x | -1% | x | x | x
CCN1CCN(C(=O)c2ccc(OC)c(S(=O)(=O)Nc3ccc(C)cc3)c2)CC1 | -6% | -8% | -5 | -8% | -15 | 6% | -3% | -2 | 7% | 0
CCC(C)(C)N=C(NC#N)Nc1cccnc1 | x | x | x | -10% | x | 6% | x | -6&3 | -1% | -5
COc1cc2c(cc1OC)C(=O)N(C)CC2 | 29% | -3% | 0 | -10% | 11 | 2% | 6% | -2&0 | -1% | -7

3 of the entries above in order of the TRPV1 ag value, lowest first.
SMILES	TRPV1 ag
O=S(=O)(Nc1ccon1)c1ccc(Br)cc1	-2
CCOc1ccccc1NC(=O)CSc1ncnc2c1oc1ccccc12	-1
CC1(NC(=O)Cn2cc(C(F)(F)F)ccc2=O)CCS(=O)(=O)C1 (stereo not drawn)	0

Other records
SMILES | a7 integrin act | AT treatment | KCNH2 WT inh | MBNL1-CUG inh | KCNH2 3.1 block | MLL CXXC-DNA inh | ASM inhibitor | FBPA coupling cs | GALK inhibitor | TRPV1 ag
CCOc1cc(/C=N\NC(=O)CC(=O)NCCc2ccccc2)ccc1O | 7% | -1% | 18 | 11% | 16 | -1% | 94%[activator] | 2 | 0% | 2
Cc1ccnc(N2CCCC(C(=O)NCc3cccs3)C2)n1 (stereo not drawn) | -13% | x | -5 | -5% | 2 | -4% | 1% | 2 | 1% | -2
Cc1nc(CNS(=O)(=O)c2ccc(F)cc2)cs1 | -5% | -1% | 1 | -2% | 4 | 43%[activator] | 3% | 3 | x | -5
COc1ccccc1CN(C)C(=O)c1cc(C)nc2ccccc12 | -29% | 3% | 4 | 0% | 10 | -7% | 4% | 2 | 7% | -3
COc1cccc(/C=C2\SC(=O)N(CCC(=O)NC3CCS(=O)(=O)C3)C2=O)c1 (stereo not drawn) | u | 4% | 5 | u | 5 | -8% | 2% | x | -2% | 0
CC1CC(C)CN(S(=O)(=O)c2ccc(C(=O)N3CCN(c4ccccc4)CC3)cc2)C1 (stereo not drawn) | -44% | 3% | 18 | -11% | -8 | -2% | -14% | 1 | 2% | -3
O=C(O)Cc1ccc(NC(=O)c2ccc(NC(=O)c3ccco3)cc2)cc1 | -16%[7.66 µM] | 18% | -5 | -10% | -3 | -7% | -2% | -1 | -3% | 2
CCc1ccc(/C(C)=N/NC(=O)c2c[nH]c3ccccc23)s1 | 20% | 2% | -20 | 14% | 33 | 8% | -10% | x | -2% | 2
COc1ccc(CNC(=O)c2cccc(S(=O)(=O)N3CCCCC3)c2)cc1OC | -15% | 4% | 3 | x | -21 | x | -2% | x | x | u
CCCN1C(=O)NC2(O)C(=O)c3ccccc3C12O (stereo not drawn) | 14% | 32% | -6 | -3% | -7 | 3% | 2% | -3 | 2% | 1

Looked up by compound from the entries so far, 3 records:
SMILES | a7 integrin act | AT treatment | KCNH2 WT inh | MBNL1-CUG inh | KCNH2 3.1 block | MLL CXXC-DNA inh | ASM inhibitor | FBPA coupling cs | GALK inhibitor | TRPV1 ag
CCCN1C(=O)NC2(O)C(=O)c3ccccc3C12O (stereo not drawn) | 14% | 32% | -6 | -3% | -7 | 3% | 2% | -3 | 2% | 1
CCc1ccc(/C(C)=N/NC(=O)c2c[nH]c3ccccc23)s1 | 20% | 2% | -20 | 14% | 33 | 8% | -10% | x | -2% | 2
CCOc1cc(/C=N\NC(=O)CC(=O)NCCc2ccccc2)ccc1O | 7% | -1% | 18 | 11% | 16 | -1% | 94%[activator] | 2 | 0% | 2
